# Assay outcomes (PubChem)
# LYPLA2 counter: blocks human lysophospholipase 2, a PME1 counter-screen; O95372; recombinant LYPLA2, FP-Rh probe fluorescence polarization; inhibition, % at 5.9 µM; hit rate 0.38% among 320,000; AID 2177;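 active = inhibition above the screen-wide mean plus 3 SD, limit set per campaign, cut at about 26% in these data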;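 also: 0% = LYPLA2 with DMSO and 100% = wells lacking LYPLA2 enzyme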
# Target sequence (O95372 whole entry, looked up): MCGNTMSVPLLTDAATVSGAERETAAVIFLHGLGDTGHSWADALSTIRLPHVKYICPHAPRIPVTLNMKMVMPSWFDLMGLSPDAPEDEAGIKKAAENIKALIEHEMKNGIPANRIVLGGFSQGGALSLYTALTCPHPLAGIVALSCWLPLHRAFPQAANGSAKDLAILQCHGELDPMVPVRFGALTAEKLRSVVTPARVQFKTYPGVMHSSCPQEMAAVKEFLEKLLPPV
# pPAFAH FP inh: inhibitors of human plasma PAF acetylhydrolase (pPAFAH). Q13093. recombinant pPAFAH, FP-rhodamine probe fluorescence polarization. inhibition, % at 3.39 µM. hit rate 1.5% among 330,000. AID 463082;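 active = inhibition above the mean inhibition across the screen plus 3 SD, cut at about 25% in these data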;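 also: inhibitors block binding of the rhodamine activity-based probe so polarization drops; 0% = enzyme with DMSO and 100% = wells lacking pPAFAH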
# GSTO1 counter: GSTO1 inhibition, counter-screen for RBBP9 inhibitors | P78417 | recombinant GSTO1, activity-based probe fluorescence polarization | inhibition, % at 5.96 µM | hit rate 1.1% among 300,000;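 active = inhibition above the campaign mean inhibition plus 3 SD, cut at about 35% in these data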;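 also: 0% = GSTO1-1 with DMSO and 100% = wells lacking GSTO1-1 enzyme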
# Target sequence (P78417 whole entry, looked up): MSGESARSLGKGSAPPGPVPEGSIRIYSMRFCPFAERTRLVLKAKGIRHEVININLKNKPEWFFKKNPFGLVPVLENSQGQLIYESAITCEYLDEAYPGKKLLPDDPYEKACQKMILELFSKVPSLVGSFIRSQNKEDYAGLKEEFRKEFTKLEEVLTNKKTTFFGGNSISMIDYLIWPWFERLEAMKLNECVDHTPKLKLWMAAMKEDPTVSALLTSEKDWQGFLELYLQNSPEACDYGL
# LYPLA1 counter: counter-screen for PME1 inhibitors: inhibitors of human LYPLA1; recombinant LYPLA1, FP-Rh probe fluorescence polarization; hit rate 0.16% among 320,000; inhibition, % at 5.9 µM;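 active = inhibition above the mean of all tested compounds plus 3 SD, set per campaign, cut at about 14% in these data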;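 also: inhibitors block serine hydrolase probe labeling of LYPLA1 so polarization falls; 0% = enzyme with DMSO and 100% = wells lacking LYPLA1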
# Target sequence (O75608 whole entry, looked up): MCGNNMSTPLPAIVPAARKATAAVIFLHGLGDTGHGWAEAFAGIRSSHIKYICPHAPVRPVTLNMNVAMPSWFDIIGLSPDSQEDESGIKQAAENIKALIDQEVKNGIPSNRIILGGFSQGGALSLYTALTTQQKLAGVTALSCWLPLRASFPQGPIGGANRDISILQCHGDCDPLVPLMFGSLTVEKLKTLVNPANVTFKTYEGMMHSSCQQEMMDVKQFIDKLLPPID
# PAFAH2 FP inh: inhibitors of human PAFAH2; Q99487; recombinant PAFAH2, FP-rhodamine activity probe, fluorescence polarization; inhibition, % at 3.39 µM; hit rate 0.99% among 340,000;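 active = inhibition above the mean over all tested compounds plus 3 SD, cut at about 30% in these data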;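 also: inhibitors block probe labeling of enzyme so polarization drops; 0% = enzyme with DMSO and 100% = wells lacking PAFAH2 protein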
# PAFAH1B2 inh: PAFAH1B2 (human) inhibition; inhibition, % at 3.39 µM; hit rate 1.2% among 340,000; recombinant PAFAH1B2, FP-rhodamine activity probe, fluorescence polarization; P68402;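 active = inhibition above the mean of all tested compounds plus 3 SD, cut at about 24% in these data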;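 also: 0% = enzyme with DMSO and 100% = wells lacking PAFAH1B2; many of its hits are not listed in these tables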
# PME-1 primary: blocks human protein phosphatase methylesterase 1. Q9Y570. recombinant PME-1, FP-Rh probe fluorescence polarization. inhibition, % at 5.9 µM. hit rate 0.53% among 320,000;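 active = inhibition above the campaign mean of all compounds plus 3 SD, cut at about 26% in these data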;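 also: competitive labeling of PME-1 active site by serine hydrolase directed probe; 0% = PME-1 with DMSO and 100% = wells lacking PME-1 enzyme; inhibitors block probe labeling so polarization falls and inhibition rises; many of its hits are not listed in these tables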
# PAD4 inh: PAD4 (human) enzyme inhibition. inhibition, % at 6.36 µM. AID 485272. recombinant PAD4, RCA probe fluorescence polarization. hit rate 0.41% among 330,000;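 active = percent inhibition above a cutoff equal to the mean of all tested compounds plus 3 SD, cut at about 15% in these data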;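 also: 0% = PAD4 with RCA probe and DMSO and 100% = probe without PAD4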
# PAFAH1B3 inh: blocks human PAF acetylhydrolase 1B catalytic subunit 3. AID 492972. inhibition, % at 3.39 µM. recombinant PAFAH1B3, FP-rhodamine probe, fluorescence polarization. Q15102. hit rate 0.28% among 340,000;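 active = inhibition above the screen-wide average of all tested compounds plus 3 SD, cut at about 25% in these data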;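 also: 0% = enzyme with DMSO only and 100% = wells lacking PAFAH1B3 protein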
# Target sequence (Q15102 whole entry, looked up): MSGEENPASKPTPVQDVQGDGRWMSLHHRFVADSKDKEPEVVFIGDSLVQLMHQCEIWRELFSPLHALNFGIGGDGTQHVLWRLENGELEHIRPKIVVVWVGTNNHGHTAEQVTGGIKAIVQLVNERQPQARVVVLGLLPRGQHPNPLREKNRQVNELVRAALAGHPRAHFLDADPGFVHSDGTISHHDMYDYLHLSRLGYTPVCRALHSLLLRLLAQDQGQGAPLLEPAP
# * hit, by the source's call; · = no result given. Some of the compounds tested. The share of hits here may be higher or lower than overall.
# Order of results: LYPLA2 counter	pPAFAH FP inh	GSTO1 counter	LYPLA1 counter	PAFAH2 FP inh	PAFAH1B2 inh	PME-1 primary	PAD4 inh	PAFAH1B3 inh
1	CSc1ncc2c(n1)-c1cc(C)ccc1SC2
    4	1	-1	-4	10	2	-2	-1	2
2	CNc1nc(SC)nc(N(C#N)CC(=O)OC)n1
    8	4	11	0	2	0	-2	6	2
3	CCc1nnc(NC(=O)CSc2nc(-c3ccccc3)nc3ccccc23)s1
    2	-2	27	0	-2	3	1	-4	7
4	COc1ccccc1N1CCN(C(=O)c2ccc(Cl)c(S(=O)(=O)N3CCCC3)c2)CC1
    4	-1	10	2	-5	3	2	5	6
5	CCCN1CCC(NC(=O)C2CCN(C(C)=O)CC2)CC1
    -9	4	-1	-1	1	-5	-4	0	8
6	Cc1ccccc1Cn1c2ccccc2c2cn[nH]c(=O)c21
    3	8	-8	-3	-1	-1	0	-8	8
7	Cc1nccn1CCCN1C(=O)OC2(CCCCC2)C1(C)O (stereo not given)
    -4	-5	4	-2	-4	1	-2	-13	8
8	O=C(Nc1ccccc1OC(F)F)c1ccc(Br)o1
    10	3	-2	-3	2	0	7	-3	1
9	CC(C)CCNC(=S)NC1CCCC1
    0	-4	2	2	5	4	-1	-2	8
10	COc1ccccc1N(CCC#N)C(=O)COC(=O)CCC(=O)c1ccc(F)cc1
    -7	-2	·	1	2	4	2	1	7
11	CCOC(=O)C(C(=O)OCC)C1N=C(N)N=C2Oc3ccccc3N21 (stereo not given)
    1	-2	-2	1	8	2	3	-2	0
12	COc1ccc(OC)c(Nc2nc(N(C)c3ccccc3)nc(N)c2[N+](=O)[O-])c1
    -3	22	-9	-2	5	6	6	2	5
13	CN(C)c1ccc(C2CC(c3cccc(NS(C)(=O)=O)c3)=NN2C(=O)c2ccccc2)cc1 (stereo not given)
    -8	4	4	-5	0	11	12	2	1
14	Cc1ccc(C)c(N2CN(Cc3cccnc3)CNC2=S)c1
    -1	-2	-4	1	-3	0	5	-1	5
15	O=C(CSc1ccncc1)Nc1ccc2ccccc2c1
    1	3	3	-2	5	-6	-12	-17	0
16	S=C(NCCc1ccccc1)N/N=C/c1cccs1
    -3	4	-13	-4	·	·	-4	-5	·
17	COc1ccc(CNC(=O)C2CCN(S(=O)(=O)N3CCCC3)CC2)c(OC)c1
    2	1	10	1	7	5	2	5	0
18	O=C(CSc1nc2c(sc3ccccc32)c(=O)n1Cc1ccccc1)NCC1CCCO1 (stereo not given)
    0	-2	-7	1	-3	2	5	-1	3
19	CC1CCCCN1CC(=O)c1c(N)n(Cc2ccccc2)c(=O)n(C)c1=O (stereo not given)
    -2	-4	1	2	1	2	1	0	-8
20	CCCCCCCCC(=O)N/N=C/c1cccc(Br)c1
    -8	1	6	-2	12	1	-2	-2	2
21	Cc1cccc(CSCc2ccc(C(=O)NCC3CCCO3)o2)c1 (stereo not given)
    -1	8	13	-1	3	4	0	-3	3
22	Cc1ccc(CNC(=O)C2CCCN(S(=O)(=O)N3CCC(C)CC3)C2)cc1 (stereo not given)
    0	6	5	-1	-1	1	1	1	11
23	O=C(Nc1ccc(F)cc1)C1CCCN(c2cnccn2)C1 (stereo not given)
    3	-5	-1	2	4	2	-6	1	3
24	COc1ccc(C2C(C(=O)N3CCOCC3)CCC(=O)N2c2ccc(OC)cc2)cc1 (stereo not given)
    -2	0	-4	0	-2	3	-2	-4	3
25	COc1cc(-c2nnc(SCc3cc(=O)oc4cc(C)ccc34)o2)cc(OC)c1OC
    3	5	2	-2	-1	1	-2	-1	0
26	NC(=O)CC(NC(=O)c1ccccc1)c1ccc(N2CCN(c3ccc(F)cc3)CC2)c([N+](=O)[O-])c1 (stereo not given)
    27*	1	5	-4	10	2	-1	-4	4
27	CC1=NN(C(N)=S)C(=O)C1N=Nc1ccc(S(N)(=O)=O)cc1 (stereo not given)
    -2	6	-6	-3	3	1	0	-4	2
28	N#CC1=C(N)NC(SCc2ccccc2)=C(C#N)C12CCCC2
    10	4	-21	-2	-4	9	7	-3	2
29	COc1ccc(C=O)cc1OS(=O)(=O)c1ccccc1[N+](=O)[O-]
    0	6	4	1	6	3	1	0	4
30	COc1ccccc1C(=O)N1CCc2ccccc21
    5	2	11	-1	-1	-2	0	4	0
31	Cc1ccc(NCN2C(=O)c3ccccc3C2=O)c(C)c1
    7	-6	3	2	-1	0	2	0	4
32	O=C1c2ccccc2C(O)(c2ccccc2)N1c1ccncc1 (stereo not given)
    2	2	-1	1	-7	7	3	4	7
33	Cc1cc(=O)[nH]c(SCC2COC3(CCCCC3)O2)n1 (stereo not given)
    4	3	6	-1	6	12	1	2	11
34	CCOc1ccc(NC(=O)c2nn(C)cc2Br)cc1
    7	5	4	5	2	-3	5	-2	-10
35	O=C(CCNS(=O)(=O)c1ccccc1C(F)(F)F)NNC(=O)c1csc(N2CCOCC2)n1
    -8	-3	4	-2	0	4	2	-8	9
36	CC(=O)Nc1ccc(-c2cc(C(=O)O)c3ccccc3n2)cc1
    3	1	-8	3	7	1	9	-2	0
37	CCN(CC)CCn1c2ccc(F)cc2c2nc(C)sc21
    -4	2	-3	-2	0	0	-3	-4	3
38	COc1cccc(NC(=O)CN2CCC(C)CC2)c1
    14	6	-2	2	-6	4	3	4	6
39	COc1cc(NC(=O)c2ccc(C)cc2)c(OC)cc1NC(=O)CN1CCCCC1
    1	12	3	-1	7	3	-1	3	5
40	CCOC(=O)c1ccc(NC(=O)c2nc[nH]c2C(=O)NCCCCCNC(=O)OC(C)(C)C)cc1
    -14	-5	3	-17	-30	-3	-17	2	-18
41	CC(=O)c1cccc(S(=O)(=O)NCCC(=O)NC2CCCCCC2)c1
    3	-1	·	3	-1	2	-5	0	-1
42	COC(=O)c1c(NC(=O)c2ccc(Br)o2)sc(C)c1C
    4	-5	-6	0	2	0	1	0	10
43	Cc1nn(C(=O)Cn2cc([N+](=O)[O-])cn2)c(C)c1Cl
    -4	-4	2	0	-1	7	0	1	6
44	Oc1ccc(C(c2nnnn2C2CCCCC2)N2CCOCC2)cc1 (stereo not given)
    0	-1	0	0	-3	2	-3	3	7
45	COC(=O)Cn1cnc2c(oc3ccccc32)c1=O
    7	1	1	3	-3	5	8	0	4
46	CCCN1CCN(CCCNC(=O)c2ccc3c(Cl)c4c(nc3c2)CCCC4)CC1
    4	6	0	2	9	2	-5	-4	3
47	CC(/C=C/c1ccc2c(c1)OCO2)=N\NC(=O)c1ccccc1
    1	4	7	0	-6	4	2	-7	7
48	Cc1ccc(C)c(N2CCN(C(=O)Cc3ccc(NC4=NC5CS(=O)(=O)CC5S4)cc3)CC2)c1 (stereo not given)
    -4	0	0	-1	-1	0	4	-4	1
49	COc1cccc(C(=O)NCC(=O)OC(C)C(=O)NC23CC4CC(CC(C4)C2)C3)c1 (stereo not given)
    ·	0	·	·	-4	10	·	2	-4
50	O=C1C(=Cc2cccn2-c2ccc(O)cc2)C(=O)c2ccccc21
    1	8	6	0	9	5	0	-2	0
51	CC(C)N(C(=O)COC(=O)c1cccc(C(=O)OCC(=O)N(C(C)C)C(C)C)n1)C(C)C
    -5	-2	1	-1	·	·	3	-2	·
52	COc1ccc(NC(=S)Nc2cc(S(=O)(=O)N3CCCCC3)ccc2OC)cc1
    3	2	2	1	·	·	0	-7	·
53	Cn1c(Cc2cccs2)nnc1SCC(=O)Nc1ccccc1F
    3	1	0	3	7	6	2	-1	7
54	COc1ccc(-c2nc(C#N)c(N3CCCCCC3)o2)cc1
    1	7	-8	4	10	3	12	-3	6
55	CCN(CC)c1nc(C)c(C(C)=O)cc1C#N
    7	3	-4	2	-2	-6	-3	-3	-2
56	COc1cccc(NC(=O)C(=O)NCc2ccncc2)c1
    -1	-2	5	-4	16	-2	-1	-2	0
57	S=C(Nc1ccc(Cl)cc1)Nc1ccc2cn[nH]c2c1
    3	2	0	1	-2	3	3	-4	4
58	CCOc1ccc2sc(NS(=O)(=O)c3ccc(OC)c(OC)c3)nc2c1
    -3	2	16	0	1	0	10	-2	1
59	CNc1nc(-c2c(C)[nH]c3ccc(OC)cc23)cs1
    -7	0	5	-6	-5	-6	-4	-48	1
60	C=C(C)CNC(=S)N/N=C1\CCCCc2ccccc21
    4	23	3	2	1	11	-3	-3	2

# New compounds follow
# Order of results: LYPLA2 counter	pPAFAH FP inh	GSTO1 counter	LYPLA1 counter	PAFAH2 FP inh	PAFAH1B2 inh	PME-1 primary	PAD4 inh	PAFAH1B3 inh
61	Nc1ccccc1C(=O)N/N=C1\C2CN3CCN(C2)CC1(c1ccccc1)C3
    -6	-2	9	1	4	0	0	2	6
62	Cc1ccc(SCC(=O)Nc2cccc(C(=O)NC(C)(C)C)c2)cc1
    -5	-2	2	-2	10	6	5	4	14
63	O=C(C1CCCO1)N1CCN(C(=S)Nc2cc(F)cc(F)c2)CC1 (stereo not given)
    14	5	10	-1	2	3	1	-3	-4
64	CCCc1nc2sc3ccccc3c(=O)c2c(=O)n1Cc1ccc(OC)cc1
    -3	2	-2	0	·	·	-3	-1	·
65	C=CCCO[C@@H]1O[C@@H](C)[C@H](O)C[C@H]1O
    0	0	·	3	0	0	2	4	4

# Filtered by structure: the entries above with fluorine.
# Order of results: LYPLA2 counter	pPAFAH FP inh	GSTO1 counter	LYPLA1 counter	PAFAH2 FP inh	PAFAH1B2 inh	PME-1 primary	PAD4 inh	PAFAH1B3 inh
8	O=C(Nc1ccccc1OC(F)F)c1ccc(Br)o1
    10	3	-2	-3	2	0	7	-3	1
10	COc1ccccc1N(CCC#N)C(=O)COC(=O)CCC(=O)c1ccc(F)cc1
    -7	-2	·	1	2	4	2	1	7
23	O=C(Nc1ccc(F)cc1)C1CCCN(c2cnccn2)C1 (stereo not given)
    3	-5	-1	2	4	2	-6	1	3
26	NC(=O)CC(NC(=O)c1ccccc1)c1ccc(N2CCN(c3ccc(F)cc3)CC2)c([N+](=O)[O-])c1 (stereo not given)
    27*	1	5	-4	10	2	-1	-4	4
35	O=C(CCNS(=O)(=O)c1ccccc1C(F)(F)F)NNC(=O)c1csc(N2CCOCC2)n1
    -8	-3	4	-2	0	4	2	-8	9
37	CCN(CC)CCn1c2ccc(F)cc2c2nc(C)sc21
    -4	2	-3	-2	0	0	-3	-4	3
53	Cn1c(Cc2cccs2)nnc1SCC(=O)Nc1ccccc1F
    3	1	0	3	7	6	2	-1	7
63	O=C(C1CCCO1)N1CCN(C(=S)Nc2cc(F)cc(F)c2)CC1 (stereo not given)
    14	5	10	-1	2	3	1	-3	-4

# A different layout for some results above:
62) Cc1ccc(SCC(=O)Nc2cccc(C(=O)NC(C)(C)C)c2)cc1
63) O=C(C1CCCO1)N1CCN(C(=S)Nc2cc(F)cc(F)c2)CC1 (stereo not given)
64) CCCc1nc2sc3ccccc3c(=O)c2c(=O)n1Cc1ccc(OC)cc1

screen / no.	62	63	64
LYPLA2 counter	-5	14	-3
pPAFAH FP inh	-2	5	2
GSTO1 counter	2	10	-2
LYPLA1 counter	-2	-1	0
PAFAH2 FP inh	10	2	·
PAFAH1B2 inh	6	3	·
PME-1 primary	5	1	-3
PAD4 inh	4	-3	-1
PAFAH1B3 inh	14	-4	·
